TMEM16A inh = inhibitors of mouse TMEM16A calcium-activated chloride channel | Q8BHY3 | AID 588511 | normalized B-score (activity score, 25-100; higher = stronger inhibition) at 10 µM | actives 1.2% (n = 310,000) | HEK293 TMEM16A/YFP iodide influx fluorescence, ionomycin;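 active means ratio plate-corrected score three or more library SD toward inhibition, starting fluorescence score within five deviations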;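 further: score derived from kinetic fluorescence span divided by baseline fluorescence per well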
RGS4 inh = inhibitors of human RGS4; P49798; B-score at 10 µM; HEK293 M3R/RGS4 inducible, Fluo-4 calcium flux; active compounds read high; triggered by carbachol at its EC20; actives 0.45% (n = 310,000);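 active means B-score, a plate-corrected calcium signal, over three deviations above library mean, with baseline fluorescence within five deviations of library mean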;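 further: RGS4 expression induced by doxycycline in cells with stable M3 receptor; B-score is computed from the integrated fluorescence ratio over baseline after carbachol; higher B-score means a larger calcium signal and so more RGS4 inhibition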
SKKanGAS inh = inhibitors of SKKanGAS S. pyogenes growth in kanamycin (SK-promoter or general growth effect). BacTiter-Glo, 6 h. inhibition, % at 7.5 µM. actives 1.3% (n = 300,000). AID 1662;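 active means mean replicate score, as percent of positive control median, at least 50; inconclusive means mean below 50 but one replicate at or above 50; inactive means mean and every replicate below 50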;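 further: strain carries kanamycin resistance gene driven by streptokinase promoter and grows in 40 µg/ml kanamycin; loss of luminescence reflects streptokinase promoter inhibition or plain growth inhibition; 0% = median of DMSO wells and 100% = positive control at its reference dose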
RGS4 pot = potentiators or activators of RGS4. actives 0.92% (n = 310,000). HEK293 M3R/inducible RGS4, carbachol calcium flux Fluo4; active compounds read low. AID 463111. B-score at 10 µM;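 active means B-score of the integrated calcium signal more than 4 SD below the library mean, with starting fluorescence not abnormally high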;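 further: negative B-score means reduced calcium response which marks RGS4 activation or potentiation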
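Assay system: HEK293 FlpIn-TREx cells, stable M3R, doxycycline-inducible RGS4 / Probe or stimulus: carbachol, ECmax concentration / Times: overnight RGS4 induction, 30 min dye load 37 °C, 20 min compound RT / Signal: kinetic calcium fluorescence imaging with Fluo4-AM dye, 2 µM / Measure: Agonist-evoked peak-minus-minimum fluorescence over baseline, integrated ratio, B score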
TMEM16A act = activators or potentiators of mouse TMEM16A chloride channel. HEK293 TMEM16A/YFP-H148Q/I152L, iodide quench fluorescence; active compounds read low. B-score at 10 µM. actives 0.3% (n = 340,000);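 active means fluorescence-ratio B-score plate-corrected deviation score at least 3 library SD below zero, with starting fluorescence score within 5 deviations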;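 further: channel opened by trigger with iodide after compound preincubation; score built on the fluorescence ratio of max minus min over baseline; more negative score means more quench and so TMEM16A activation or potentiation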
MrgX1 agonist = activates human MrgX1 receptor signaling; MrgX1-HEK293 cells, Fluo-4 calcium fluorescence, agonist mode; active compounds read high; Q96LB2; B-score at 10 µM; actives 0.44% (n = 310,000); AID 588627;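 active means calcium response B-score plate-corrected fluorescence ratio at least 3 library SD, with starting fluorescence B-score inside 5 SD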
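Test system: Stable human MrgX1 HEK293 cell line | Schedule: Overnight plating before 1 h dye loading | Read-out basis: Baseline-normalised fluorescence change ratio, B-scored | Detection: Kinetic calcium dye fluorescence, Fluo-4 NW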
TRPC6 inhibitor = inhibitors of mouse TRPC6 channel; Q61143; HEK293-TRPC6, membrane potential dye, ACh-evoked depolarization; active compounds read low; B-score at 10 µM; actives 1.1% (n = 310,000); AID 2553;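 active means B-score under library mean minus 3 SD, initial fluorescence not abnormally high, positive integrated signal ratio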;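 further: B-score derived from integrated fluorescence ratio over the kinetic read; more negative B-score means stronger inhibition of depolarization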
Target sequence (Q61143 whole entry, looked up): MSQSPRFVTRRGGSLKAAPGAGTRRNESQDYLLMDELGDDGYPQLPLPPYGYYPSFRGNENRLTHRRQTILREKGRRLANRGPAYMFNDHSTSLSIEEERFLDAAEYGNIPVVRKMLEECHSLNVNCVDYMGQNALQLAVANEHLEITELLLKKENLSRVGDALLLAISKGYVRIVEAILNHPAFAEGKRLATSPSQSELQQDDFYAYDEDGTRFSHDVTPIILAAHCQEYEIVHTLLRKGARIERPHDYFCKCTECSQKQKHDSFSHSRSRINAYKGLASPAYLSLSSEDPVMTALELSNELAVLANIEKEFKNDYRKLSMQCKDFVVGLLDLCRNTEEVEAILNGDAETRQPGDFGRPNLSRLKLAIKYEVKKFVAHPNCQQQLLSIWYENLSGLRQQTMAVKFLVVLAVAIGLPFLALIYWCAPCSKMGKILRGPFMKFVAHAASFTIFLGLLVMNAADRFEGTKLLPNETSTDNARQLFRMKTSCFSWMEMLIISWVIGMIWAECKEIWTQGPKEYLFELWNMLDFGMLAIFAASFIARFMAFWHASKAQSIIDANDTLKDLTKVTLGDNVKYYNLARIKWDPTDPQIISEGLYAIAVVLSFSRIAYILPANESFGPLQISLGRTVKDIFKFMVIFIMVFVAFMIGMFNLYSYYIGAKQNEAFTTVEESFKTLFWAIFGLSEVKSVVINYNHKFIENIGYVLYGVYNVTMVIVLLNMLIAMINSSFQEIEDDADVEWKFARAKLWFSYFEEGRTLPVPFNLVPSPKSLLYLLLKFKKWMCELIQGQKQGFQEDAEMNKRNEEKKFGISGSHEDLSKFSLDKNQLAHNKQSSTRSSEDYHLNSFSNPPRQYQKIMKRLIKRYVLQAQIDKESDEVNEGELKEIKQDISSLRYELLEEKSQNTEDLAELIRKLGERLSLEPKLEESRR
HDAC3 inh = blocks human histone deacetylase 3; O15379; recombinant HDAC3, fluorogenic peptide/trypsin coupled, fluorescence; inhibition, % at 8.3 µM; actives 0.15% (n = 320,000); AID 2718; in the data active means inhibition above about 26%, passing the limit was not always enough; inconclusive means no clear call, values can overlap the other calls
MrgX1 antag = antagonists of human MrgX1 receptor; Q96LB2; MRGX1-HEK293 calcium flux, Fluo-4, BAM8-22 antagonism; active compounds read low; B-score at 10 µM; actives 1.3% (n = 310,000);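 active means calcium-response B-score plate-corrected more than 3 library SD below zero, starting fluorescence within 5 deviations, no agonist response on first addition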;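 further: peak minus trough fluorescence over baseline after final BAM8-22 challenge near maximal dose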
MrgX1 PAM = human MrgX1 positive allosteric modulation, primary screen; MrgX1-HEK293, Fluo-4 calcium flux, FDSS; active compounds read high; actives 0.63% (n = 310,000); B-score at 10 µM; Q96LB2;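 active means plate-corrected calcium response at least 3 library SD above typical, normal starting fluorescence, not activating the receptor alone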;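 further: compound read alongside a low EC10 to EC30 dose of BAM8-22 agonist; peak minus trough fluorescence over baseline measured at the second addition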
TRPC6 act = activates the mouse TRPC6 cation channel | actives 0.13% (n = 310,000) | Q61143 | HEK293-TRPC6 membrane potential dye fluorescence; active compounds read high | AID 2550 | B-score at 10 µM;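 active means B-score of the integrated fluorescence ratio above library mean plus 3 SD, and starting fluorescence ratio within library mean plus 5 SD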;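 further: higher score means more depolarization so channel activation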
An asterisk follows results filed as active; i = inactive; ? = inconclusive; . = no result given.

SMILES	TMEM16A inh	RGS4 inh	SKKanGAS inh	RGS4 pot	TMEM16A act	MrgX1 agonist	TRPC6 inhibitor	HDAC3 inh	MrgX1 antag	MrgX1 PAM	TRPC6 act
CCCCNC(=O)c1cn(-c2ccc(OCC)cc2)c(=O)c2cc(OC)c(OC)cc12	i	i	4	i	i	i	i	1	i	i	i
Cc1ccc(C(O)(C(=O)NN(C(=O)c2ccccc2)c2ccccc2)c2ccc(C)cc2)cc1	i	i	11	i	i	i	i	-5	i	i	i
COc1cccc(C(=O)Nc2ccc3c(c2)C(=O)N(CCC(=O)O)C3=O)c1	i	i	6	i	i	i	i	7	i	i	i
O=c1cc(C(F)(F)F)nc(-c2ccccc2OC(F)(F)F)[nH]1	i	i	13	i	i	i	i	0	i	i	i
O=S(=O)(/C=C/c1ccccc1)N1CCNCC1	i	i	-6	i	i	i	i	-2	i	i	i
Cc1ccccc1OCC(O)CN1CCN(CC(O)COc2ccccc2C)C(C)C1 (stereo unspecified)	i	i	-1	i	i	i	i	-2	i	i	i
Cc1cccc(/C=N/NC(=O)c2ccc(NC(=O)c3cccc(Cl)c3)cc2)n1	i	i	23	i	i	i	i	-3	i	i	i
COc1cc(C(=O)Nc2ccc3c(c2)OCCO3)ccc1OC(C)C	i	i	-3	i	i	i	i	.	i	i	i
COc1cccc(NC(=O)CCSc2ccc3ccccc3n2)c1	i	i	-5	i	i	i	i	4	i	i	i
Cc1cc(NC(=O)CCC(=O)N(c2ccccc2)C(C(=O)NC2CCCC2)c2ccccc2)no1 (stereo unspecified)	i	i	0	i	i	i	i	-2	i	i	i
CCn1c(SCC(=O)c2ccccc2)nnc1-c1cccnc1	i	i	-9	i	i	i	i	-1	i	i	i
CCN=C1S/C(=C/c2ccc(-c3ccc(Cl)cc3C(=O)O)o2)C(=O)N1CC	i	i	24	i	i	i	i	5	i	i	i

The final 2 compounds of the section above come first, to join the parts.
SMILES	TMEM16A inh	RGS4 inh	SKKanGAS inh	RGS4 pot	TMEM16A act	MrgX1 agonist	TRPC6 inhibitor	HDAC3 inh	MrgX1 antag	MrgX1 PAM	TRPC6 act
CCn1c(SCC(=O)c2ccccc2)nnc1-c1cccnc1	i	i	-9	i	i	i	i	-1	i	i	i
CCN=C1S/C(=C/c2ccc(-c3ccc(Cl)cc3C(=O)O)o2)C(=O)N1CC	i	i	24	i	i	i	i	5	i	i	i
CCCN1C(=O)C(NC(C)=O)c2ccccc21 (stereo unspecified)	i	i	0	i	i	i	i	-9	i	i	i
CC(Sc1nnc(-c2ccc(Cl)cc2)n1C)C(N)=O (stereo unspecified)	i	i	0	i	i	i	i	-1	i	i	i
CCOC(=O)c1c(NC(=O)CSc2n[nH]c(N)n2)sc(CC)c1C	i	i	-5	i	i	i	i	-1	i	i	i
CC(=O)c1ccccc1NC(=O)CSc1nnc2ccccn12	i	i	-1	i	.	i	i	-1	i	i	i
CSc1ccc(CN(C)C(=O)CN2C(=O)NC3(CCCC3)C2=O)cc1	i	i	-16	i	i	i	i	3	i	i	i
COc1cc(C2C3=C(CCCC3=O)Nc3[nH]n(-c4ccccc4)c(=O)c32)cc(OC)c1OC (stereo unspecified)	i	i	-4	i	i	i	i	-8	i	i	i
Cc1ccc(-c2nnn(CC(=O)N(CC(=O)NC3CCCC3)c3ccc(F)c(Cl)c3)n2)o1	i	i	8	i	i	i	i	0	i	i	i
Cc1cc(CSc2ccccc2)ccc1NC(=O)c1ccc(Br)cc1	i	i	-1	i	i	i	i	12	i	i	i
O=[N+]([O-])c1ccc(/C=N/NC(=S)Nc2ccccc2C(F)(F)F)o1	i	i	7	i	i	i	i	5	i	i	i
N/C(=N\OC(=O)CSc1ccccc1)c1ccc([N+](=O)[O-])cc1	i	i	-8	i	i	i	i	11	i	i	i
CCSc1nnc(C)c2ccccc12	i	i	-4	i	i	i	i	3	i	i	i
CCOc1ccc(-c2[nH]ncc2-c2ccc(Cl)cc2)c(O)c1	i	i	-3	i	i	i	i	12	-13*	13*	i
N#C/C(=C\c1c[nH]c2ccccc12)C(=O)Nc1ncc(Cc2ccc(Cl)cc2Cl)s1	i	i	36	i	i	i	i	-4	i	i	i
CCOC(=O)CCN	i	i	0	i	i	i	i	?	i	i	i
O=C(CC1NC(=O)NC1=O)NC1(C(=O)NC2CCCCC2)CCCCC1 (stereo unspecified)	i	i	1	i	i	i	i	-4	i	i	i
Cc1c(C)n(CCc2ccccc2)c2ncnc(NN)c12	i	i	20	i	i	i	i	0	i	i	i
CCCNC(=O)c1c(N)n(-c2ccc(S(N)(=O)=O)cc2)c2nc3ccccc3nc12	i	i	-3	i	i	i	i	-40	i	i	i
CCN1CCc2c(sc(NC(=S)NC(=O)c3ccccc3)c2C#N)C1	i	i	-1	i	i	i	i	0	i	i	i
CC1CCC2(CC1)NC(=O)N(CC(=O)NCc1cccs1)C2=O (stereo unspecified)	i	i	-3	i	i	i	i	-6	i	i	i
COc1cc(C2CC(c3cccnc3)=NN2c2ccc(F)cc2)cc(OC)c1OC (stereo unspecified)	i	i	.	i	i	i	i	-1	i	i	i
CCOC(=O)c1ccc(NC(=O)NNS(=O)(=O)c2cc(OC)ccc2OC)cc1	i	i	-13	i	i	i	i	5	i	i	i
NCCCC[C@H]1CNC(=O)C(=O)N1CCCCC1CCCCC1	i	i	0	i	i	i	i	-5	i	i	i
c1ccc(-c2csc(-n3cnnn3)n2)cc1	i	i	-1	i	i	i	i	2	i	i	i
O=C(Nc1cccc(Cl)c1)N1CCSc2cc(Cl)ccc21	i	i	3	i	i	i	i	-5	i	i	i
COC(=O)c1ccc(NC(=O)c2cc[n+](Cc3ccccc3)cc2)cc1	i	i	-6	i	i	i	i	8	i	i	i
COc1ccc(/C=C2\CN(Cc3ccccc3)C/C(=C\c3ccc(OC)c(O)c3)C2=O)cc1O	i	i	21	i	i	i	i	-6	i	i	i
COc1ccc(-c2csc(-c3ccc(O)cc3)n2)cc1	i	i	18	i	i	i	i	8	i	i	i
Nc1nc(N2CCN(C/C=C/c3ccccc3)CC2)nc2ccccc12	i	i	.	i	i	i	-6.7*	-5	i	i	i
CC1(c2ccccc2)NC(=O)N(CC(=O)Nc2ccc([N+](=O)[O-])cc2)C1=O (stereo unspecified)	i	i	-1	i	i	i	i	13	i	i	i
COC(=O)NCCOC(=O)N(O)c1ccc(Br)cc1	i	i	.	i	i	i	i	3	i	i	i
Cc1ccc(S(=O)(=O)N2CCN(C(=O)CCCOc3ccc(Cl)cc3C)CC2)cc1	i	i	1	i	i	i	i	-2	i	i	i
S=C(Nc1ccc2nc(-c3ccccn3)c(-c3ccccn3)nc2c1)N1CCCCCC1	i	i	10	i	i	i	i	-3	i	i	i
Cc1cc(C)nc(SC2CCCCC2O)n1 (stereo unspecified)	i	i	-1	i	i	i	i	-1	i	i	i
COC(=O)CNc1nc(Cl)nc(N2CCC(C)CC2)n1	i	i	-5	i	i	i	i	-4	i	i	i
CN(C)/C=C/C(=O)c1cnc2n(c1=O)CCS2	i	i	2	i	i	i	i	4	i	i	i
CCOc1ccc(CCNC(=O)CSc2cc(=O)n(C)c3ccccc23)cc1OCC	i	i	17	i	i	i	i	-5	i	i	i
CCNc1nc(NCC)nc(OCCNS(=O)(=O)c2cc(C)ccc2C)n1	i	i	-1	i	i	i	i	-2	i	i	i
COc1ccc(NC(=O)CSc2nc3ccccc3c(=O)n2CCCN2CCOCC2)c(OC)c1	i	i	1	i	i	i	i	-5	i	i	i
Cn1nnc(NC(=S)NC(=O)c2cccc3ccccc23)n1	i	i	-1	i	i	i	i	-5	i	i	i
O=S(=O)(NCCSc1nc2ccccc2o1)c1ccccc1	i	i	-5	i	i	i	i	-6	i	i	i
CC(C)NC(=O)CC(=O)N/N=C/c1ccc(F)cc1	i	i	14	i	i	i	i	1	i	i	i
CCOC(=O)C1CCN(S(=O)(=O)c2ccc3[nH]c(=O)oc3c2)CC1	i	i	-5	i	i	i	i	3	i	i	i
O=C(CCN1C(=O)C2C3CCC(C3)C2C1=O)Nc1ccc([N+](=O)[O-])cc1 (stereo unspecified)	i	i	-6	i	i	i	i	5	i	i	i
O=C(NCCc1cccc(Cl)c1)c1cccc([N+](=O)[O-])c1	i	i	-2	i	i	i	i	-4	i	i	i
COC(=O)CS(=O)(=O)c1cc([N+](=O)[O-])ccc1NC(=O)OC	i	i	-2	i	i	i	i	3	i	i	i
O=C(CCCO)CCCCCCCCC[C@H]1N[C@H](CO)[C@@H](O)[C@@H]1O	i	i	0	i	i	i	i	4	i	i	i
Cc1nnc(SCc2ccc(F)cc2Cl)s1	i	i	-6	i	i	i	i	10	i	i	i
CCCCn1c(N)c(N(CCOC)C(=O)c2cccc(S(=O)(=O)N(C)c3ccccc3)c2)c(=O)[nH]c1=O	i	i	-8	i	i	i	i	-4	i	i	i

MrgX1 antag, what is marked active above.
SMILES,RGS4 inh,TMEM16A act,HDAC3 inh,MrgX1 antag,TRPC6 act
CCOc1ccc(-c2[nH]ncc2-c2ccc(Cl)cc2)c(O)c1,i,i,12,-13*,i

Next records:
SMILES	TMEM16A inh	RGS4 inh	SKKanGAS inh	RGS4 pot	TMEM16A act	MrgX1 agonist	TRPC6 inhibitor	HDAC3 inh	MrgX1 antag	MrgX1 PAM	TRPC6 act
O=C(N/N=C/c1ccc2c(c1)OCO2)c1ccc(COc2cccc3cccnc23)cc1	i	i	15	i	i	i	i	-2	i	i	i
C(=N\Nc1nc(Nc2ccccc2)nc(N2CCOCC2)n1)/c1c[nH]c2ccccc12	25*	i	10	i	.	i	-6.1*	24	i	i	i
COc1ccc(N2CCN(c3nc4ccc(C)cn4c(=O)c3C=O)CC2)cc1	i	i	6	i	i	i	i	-3	i	i	i
COc1cccc2sc(=NC(=O)CS(=O)(=O)c3ccc(F)cc3)n(C)c12	i	i	-2	i	i	i	i	0	i	i	i
CC(=O)Oc1ccc(N2C(=O)CC(N3CCOCC3)C2=O)cc1 (stereo unspecified)	i	i	1	i	i	i	i	0	i	i	i

Screens from PubChem.
